# Screening results from PubChem.
# uPA surface inh: cell surface uPA generation inhibition. AID 540303. Potency, µM (titrated, usually from 38.3 µM), inactives show at the highest dose activity change, negative = inhibition, most hits filed as inhibitors. cell surface uPA generation assay, qHTS. 330,000 compounds, 0.31% hits; active = well fitted inhibition curve with a large enough effect; inconclusive = small, poorly fitted or top-dose-only effect; inactive = no such curve, though single readings can be large or run the other way; tested in mouse RAW 264.7 cells; also: potency is read from the fitted curve at half-maximal effect; % is scaled to controls: 0 for no effect and ±100 for the full control effect; nearly all actives have a fitted effect of over 55% in size
# BRCA1 expr act: BRCA1 expression activation; MCF7-BRCA1-FFLuc reporter, luminescence, 48 h; response scale: scaled: vehicle 0%, 10 µM genistein 100%; Potency, µM (doses to about 46.1 µM), for inactives: at the top dose activation, usual class: activators; 380,000 compounds, 1.1% hits; AID 624202; also: potency is read from the fitted curve at half-maximal effect; nearly all actives have a fitted effect of over 80% in size; some results filed as inactive show a strong effect at the top dose
#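 Activators of BRCA1 expression were detected as increased firefly luciferase luminescence in engineered MCF7 cells after 48 h compound incubation. Signals were scaled to genistein 10 microM as full activation.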
# p53 reactivator: mutant p53 re-activation in reporter cells. H1299 p53-A138V BP100-luciferase reporter, luminescence, 24 h. Potency, µM (top dose mostly 92.2 µM), for the others: top-dose activity change, positive = activation, usual class: activators. 320,000 compounds, 0.063% hits. AID 504706; also: potency is read from the fitted curve at half-maximal effect; % of control where 0% means no effect; nearly all actives have a fitted effect of over 45% in size
#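 p53-null H1299 cells stably carrying temperature-sensitive p53-A138V and a BP100-luciferase reporter were pinned with compounds (4-point, 1:5 series) and held 24 hrs at 37 deg C. Luminescence was read 10 min after detection reagent.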
# ASM inhibitor: inhibitors of human secretory acid sphingomyelinase; P17405; 340,000 compounds, 0.006% hits; Potency, µM (highest dose often 57.5 µM), for inactives: top-dose activity change, negative = inhibition, actives largely listed as inhibitors; placental ASM, HMU-PC fluorogenic substrate, 60 min; AID 504937; also: potency is read from the fitted curve at half-maximal effect
#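 qHTS format. ASM enzyme prepared from human placenta hydrolyses the fluorogenic substrate HMU-PC0 (9 uM final) over 60 min at 37 °C after a 10 min compound preincubation.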
# ELG1 genotox: inducers of genotoxicity in HEK293T ELG1-luciferase cells | HEK293T ELG1-luciferase reporter, luminescence, 16 h | Potency, µM (doses to about 46 µM), without a hit: top-dose activity change, positive = activation, hits mostly activators | 330,000 compounds, 1.3% hits; also: potency is read from the fitted curve at half-maximal effect; % of control where 0% means no effect; nearly all actives have a fitted effect of over 60% in size
#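 HEK293T cells expressing luciferase-tagged ELG1 were exposed to compound or DMSO vehicle for 16 hr at 37 °C and 5% CO2. Luciferase activity was then measured with ONE-Glo after 30 min at room temperature.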
# TSG101-PTAP inh: blocks PTAP/TSG101 interaction to inhibit HIV-1 budding; 340,000 tested, under 10 active; Q99816; Potency, µM (titrated, usually from 115 µM), for inactives: at the top dose activity change, negative = inhibition, most hits filed as inhibitors; Fluorescence polarization, FITC-PTAP peptide / Tsg101 binding; active = well fitted inhibition curve with a large enough effect in the main read-out, with a control signal flat, not every such curve was filed as active; inconclusive = small, poorly fitted or top-dose-only effect, or effect the other way, or a change in a side signal; inactive = no such curve, though single readings can be large or run the other way; also: potency is read from the fitted curve at half-maximal effect; % of control where 0% means no effect
# Target sequence (Q99816 whole entry, looked up): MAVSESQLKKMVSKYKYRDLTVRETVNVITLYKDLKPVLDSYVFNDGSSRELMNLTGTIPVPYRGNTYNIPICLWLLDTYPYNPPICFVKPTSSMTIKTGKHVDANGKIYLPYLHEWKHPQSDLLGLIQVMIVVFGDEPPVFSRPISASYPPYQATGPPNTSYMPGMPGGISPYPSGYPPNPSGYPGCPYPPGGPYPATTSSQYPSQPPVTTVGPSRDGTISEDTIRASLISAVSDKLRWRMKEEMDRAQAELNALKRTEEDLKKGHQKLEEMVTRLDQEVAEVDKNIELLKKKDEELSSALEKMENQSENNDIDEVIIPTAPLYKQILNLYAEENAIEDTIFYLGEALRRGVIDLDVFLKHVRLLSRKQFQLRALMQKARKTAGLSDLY
#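 Steps: Tsg101 binding domain dispensed (10 uM final), compounds pinned in DMSO, FITC-labeled PTAP-motif peptide added (50 nM final); after 20 min binding at room temperature, polarization measured.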
# USP2a inh: blocks human ubiquitin-specific protease USP2a | O75604 | AID 463254 | 330,000 compounds, 0.01% hits | USP2 core, Ub-CHOP2 coupled fluorogenic reporter, 485/531 | Potency, µM (top dose mostly 38.3 µM), inactives show top-dose activity change, negative = inhibition, actives largely listed as inhibitors;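 also: potency is read from the fitted curve at half-maximal effect; plate controls were DMSO wells for no effect and full inhibition by NEM control for full effect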
#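 Cell-free coupled assay: 10nM USP2 core preincubated 30min RT with compound in Tris-HCl pH 8.0/CaCl2/CHAPS buffer, then 25nM Ub-CHOP2 and 25nM reporter substrate; fluorescence (Ex 485/Em 531) read after 60min RT, normalized to NEM inhibition, concentration-response curves fitted.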
# TRPV1 agonist: human TRPV1 agonism | TRPV1-expressing cells, Fluo-8 calcium influx, agonist mode | activation, % at 8.33 µM | AID 540275 | Q8NER1 | 320,000 compounds, 0.19% hits; in the data active = activation above about 80%; inconclusive = between about 30% and that limit; also: 0% is about no effect
#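 Fluo-8 calcium influx in TRPV1-expressing cells, kinetic read (ex 480/em 520 nm). Compound added and read 3 min for agonist activity, followed by capsaicin at EC20 final and 2 min further read for enhancement.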
# a7 integrin act: integrin-mediated muscular dystrophy alleviation activation; alpha7betagal myoblasts, beta-gal FDG fluorescence, 48 h; 350,000 compounds, 0.064% hits; AID 624291; Potency, µM (top dose mostly 38.3 µM), for inactives: top-dose activation, usual class: activators;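 also: potency is read from the fitted curve at half-maximal effect; 100% = response of the positive control SU9516; nearly all actives have a fitted effect of over 60% in size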
#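 alpha7betagal+/- myoblasts (passage 13, 250/well) treated 48 h at 37C with compounds at 1:260 dilution of DMSO stock. Lysed, then beta-galactosidase activity read as FDG fluorescence (ex 480/em 540) after 30 min, with pre-read for autofluorescence.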
# Eya2 inh: blocks the phosphatase activity of human Eya2; recombinant Eya2, OMFP fluorescence dephosphorylation (OMFP is methylfluorescein phosphate); Potency, µM (highest dose often 76.9 µM), for inactives: at the top dose activity, negative = inhibition, actives largely listed as inhibitors; 330,000 compounds, 0.006% hits; also: potency is read from the fitted curve at half-maximal effect; % is scaled to controls: 0 for no effect and ±100 for the full control effect
#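 Eya2 (0.2 uM) preincubated 10 min at ambient with compound, then OMFP substrate added at 50 uM; 10 min reaction in 50 mM HEPES pH 7.5, 50 mM NaCl, 5 uM MgCl2, 0.05% BSA, 1 mM DTT. Fluorescence read at Ex 485/Em 525 nm.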
# B2AR arrestin: agonists driving beta-arrestin recruitment to human beta2-adrenergic receptor; P07550; beta-arrestin recruitment to beta2AR, cell-based reporter; Potency, µM (titrated, usually from 46.1 µM), without a hit: at the top dose activation, usual class: activators; 330,000 compounds, 0.02% hits; AID 492947;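 also: potency is read from the fitted curve at half-maximal effect; 0% = DMSO controls and full agonism = EC100 isoproterenol or metaproterenol; nearly all actives have a fitted effect of over 65% in size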
# Target sequence (P07550 whole entry, looked up): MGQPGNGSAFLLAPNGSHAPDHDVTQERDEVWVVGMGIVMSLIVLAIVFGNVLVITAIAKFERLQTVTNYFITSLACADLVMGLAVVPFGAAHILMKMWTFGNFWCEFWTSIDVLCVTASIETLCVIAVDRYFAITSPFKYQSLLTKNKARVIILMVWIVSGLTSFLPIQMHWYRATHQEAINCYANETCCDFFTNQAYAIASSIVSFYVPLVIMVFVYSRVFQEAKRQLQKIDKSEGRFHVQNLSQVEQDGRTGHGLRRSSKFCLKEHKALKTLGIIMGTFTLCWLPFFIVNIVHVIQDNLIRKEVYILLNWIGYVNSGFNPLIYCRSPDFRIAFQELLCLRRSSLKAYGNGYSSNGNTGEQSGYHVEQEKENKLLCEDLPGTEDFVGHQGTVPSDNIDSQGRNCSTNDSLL
# * marks the source's active call; other numbers are inactive results; ? = inconclusive; / = no result given; [ ] = dose if it differs, or a comment. Unless noted, calls follow the shape of the dose curve; as a rule, active = well fitted curve in the direction sought with a large enough effect; inconclusive = small, poorly fitted or top-dose-only effect, or another doubt; inactive = no such curve, though single readings can be large; an effect the other way counts as inactive or inconclusive. This is a random part of the collection; any-hit rate near 2.6%.
1: CCOC(=O)C1=C(C)OC2(O)c3ccccc3C(=O)C12O (configuration not stated)
2: CCCCCC(=O)c1c(C)[nH]c(C(=O)OCC)c1C
3: O=C(CC(c1ccccc1O)N1CCCCC1)N1CCCCC1 (configuration not stated)
4: CC1=CC(=O)C(C(C)=Nc2ccccc2Cl)C(=O)O1 (configuration not stated)
5: COc1ccccc1CN1CC(C(=O)N(C)CCc2nc3ccc(F)cc3[nH]2)CCC1=O (configuration not stated)
6: CCN(CCCNC(=O)C1CCC(=O)N1C1CCCC1)c1cccc(C)c1 (configuration not stated)
7: O=C1Nc2ccc(F)cc2C12Nc1ccccc1-c1nnc(SCc3ccccc3)nc1O2 (configuration not stated)
8: O=C(Cc1ccc(Cl)cc1)Nc1cccc(S(=O)(=O)N2CCCCC2)c1
9: CN(C)c1ccc(/C=N/n2c(C3CCCCC3)n[nH]c2=S)cc1
10: CC(C)CN(C(=O)COc1cccc(-n2cnnn2)c1)C1CCS(=O)(=O)C1 (configuration not stated)
Compound,1,2,3,4,5,6,7,8,9,10
ASM inhibitor,-0.1%,-3.6%,6.2%,-3.8%,-1.0%,6.5%,-3.7%,-2.3%,36.6%[activator],-1.6%
TRPV1 agonist,1.6,22.9,-0.9,-2.4,2.4,-1.5,/,15.6,17.0,-1.5
TSG101-PTAP inh,-7.6%,-1.1%,-3.0%,-5.0%,-3.1%,-5.8%,?,-1.7%,-2.7%,0.0%
a7 integrin act,-14.8%,21.4%,1.1%,0.2%,?,2.1%,0.0%,-16.1%,-12.6%,-4.8%
B2AR arrestin,0.1%,5.0%,0.1%,-0.5%,0.2%,-0.6%,-3.8%,-1.0%,0.4%,-0.6%
ELG1 genotox,-3.0%,-0.3%,1.6%,-0.3%,0.9%,-0.5%,-0.5%,-3.9%,12.6%,1.5%
uPA surface inh,?,-5.4%,3.8%,1.7%,2.2%,-8.2%,0.5%,-4.3%,0.3%,-1.7%
Eya2 inh,2.8%,-20.6%,-8.7%,-23.8%,-4.6%,3.5%,7.6%,-9.5%,3.2%,-9.7%
BRCA1 expr act,-11.8%,-28.5%,1.1%[1.84 µM],0.0%,-1.6%,-21.3%,-5.3%,-42.9%,-14.6%,4.3%
USP2a inh,1.5%,2.7%,-0.8%,0.1%,3.8%,-0.9%,2.7%,1.1%,3.4%,-1.0%
p53 reactivator,1.0%,10.4%,?,1.9%,0.7%,-4.6%,4.1%,17.9%,0.4%,2.6%

11: COCc1cc(C)nc(N/N=C/c2ccc(Cl)c(Cl)c2)c1C#N
12: Cc1noc(C(=O)Nc2c(C)nn(Cc3ccccc3)c2C)c1Cl
13: N#C/C(=C\c1ccc2c(c1)OCCO2)C(=O)NC1CCCCC1
14: O=C(Nc1ccccc1N1CCCC1)c1cccnc1Cl
15: Cc1ccc(-c2nc3c(cnn3-c3ccccc3)c(=O)o2)cc1
16: Cc1onc(-c2c(F)cccc2Cl)c1C(=O)OCc1nnc(-c2ccccc2)o1
Compound,11,12,13,14,15,16
ASM inhibitor,-0.5%,8.2%,15.5%,1.1%,-2.9%,-0.2%
TRPV1 agonist,-0.1,-0.8,-3.8,-1.9,1.1,-1.3
TSG101-PTAP inh,-3.2%,-1.0%,-6.7%,-2.4%,-2.9%,-5.5%
a7 integrin act,-18.5%,-24.7%,11.1%,16.6%,34.5%,-1.7%
B2AR arrestin,-0.1%,0.0%,-1.5%,-0.3%,-0.2%,0.4%
ELG1 genotox,-0.6%,-6.7%,?,2.1%,-1.2%,-2.3%
uPA surface inh,11.9%,12.3%,-2.3%,7.3%,-11.1%,6.8%
Eya2 inh,-12.2%,-0.9%,-17.2%,-16.9%,-16.8%,?
BRCA1 expr act,-0.8%,0.4%,-5.3%,-16.5%,0.1%,-2.6%
USP2a inh,1.2%,3.7%,4.3%,-0.4%,3.7%,0.5%
p53 reactivator,5.0%,-5.1%,?,-12.4%,-2.0%,-3.1%

# Single records, as listed above.
# Cc1onc(-c2c(F)cccc2Cl)c1C(=O)OCc1nnc(-c2ccccc2)o1 as listed: ASM inhibitor = -0.2%; TRPV1 agonist = -1.3; TSG101-PTAP inh = -5.5%; a7 integrin act = -1.7%; B2AR arrestin = 0.4%; ELG1 genotox = -2.3%; uPA surface inh = 6.8%; Eya2 inh = ?; BRCA1 expr act = -2.6%; USP2a inh = 0.5%; p53 reactivator = -3.1%
# CC1=CC(=O)C(C(C)=Nc2ccccc2Cl)C(=O)O1 (configuration not stated) as listed: ASM inhibitor = -3.8%; TRPV1 agonist = -2.4; TSG101-PTAP inh = -5.0%; a7 integrin act = 0.2%; B2AR arrestin = -0.5%; ELG1 genotox = -0.3%; uPA surface inh = 1.7%; Eya2 inh = -23.8%; BRCA1 expr act = 0.0%; USP2a inh = 0.1%; p53 reactivator = 1.9%
